SIRT5 inh: SIRT5 desuccinylase inhibitors, primary screen, biochemical, fluorescence imaging, single point, set 5; NAD-dependent protein deacylase sirtuin-5, mitochondrial (Homo sapiens), Q9NXA8; Purified SirT5, succinyl-peptide AMC, trypsin-coupled fluorescence; inhibition, % at 15 µM; hit rate 1.1% among 330,000; AID 652115, 2013; in the data active means inhibition above about 15%; inconclusive means no clear call, values can overlap the other calls
Target sequence (Q9NXA8 whole entry, looked up): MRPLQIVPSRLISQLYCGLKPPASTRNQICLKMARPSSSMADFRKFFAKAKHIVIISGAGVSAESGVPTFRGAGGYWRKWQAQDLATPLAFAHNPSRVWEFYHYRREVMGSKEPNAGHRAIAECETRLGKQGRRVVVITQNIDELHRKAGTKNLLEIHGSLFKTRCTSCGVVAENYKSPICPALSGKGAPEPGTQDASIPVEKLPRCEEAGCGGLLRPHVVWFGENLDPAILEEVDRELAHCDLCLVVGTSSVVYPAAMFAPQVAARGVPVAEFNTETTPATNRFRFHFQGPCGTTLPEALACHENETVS
DENV2 CPE rescue: inhibitors of DENV2 cytopathic effect, primary screen, cell-based, plate reader, single concentration; DENV2-infected cells, cytopathic effect rescue; hit rate 1.7% among 350,000; CPE inhibition, % at 9.99 µM; in the data active means CPE inhibition above about 20%, passing the limit was not always enough; inconclusive means no clear call, values can overlap the other calls; tested in BHK-21 cells;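 further: 0% = median of neutral control wells and 100% = median of positive control wells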
PAX8 inh HTS: inhibitors of PAX8-driven TPO luciferase reporter, primary screen, RMG-I cells, single concentration. SteadyGlo, 24 h. inhibition, % at 12.6 µM. hit rate 1.2% among 360,000. AID 652154, 2013;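 active means mean replicate inhibition at least 60% with every replicate also reaching 60%; inconclusive means only one of the two criteria is met; inactive means mean below 60% and not all replicates reaching 60%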;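 further: luciferase light reporting Pax8 driven TPO promoter activity; plate controls were median of neutral control wells for no effect and mitoxantrone controls for full effect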
CASP6 VEID inh: human caspase-6 inhibitors, primary screen, biochemical, VEID-R110 fluorescence, single point, set 2; P55212; purified caspase-6, Z-VEID-R110 cleavage fluorescence; inhibition, % at 12.5 µM; hit rate 0.53% among 350,000; AID 686996, 2013;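 active means mean inhibition across replicates at least about 35%, with every replicate also reaching that limit, limit read from the data; inconclusive means only one of the two criteria met; inactive means neither criterion met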;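 further: 0% = median of neutral control wells and 100% = no fluorescence left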
Target sequence (P55212 24-179 limits assumed): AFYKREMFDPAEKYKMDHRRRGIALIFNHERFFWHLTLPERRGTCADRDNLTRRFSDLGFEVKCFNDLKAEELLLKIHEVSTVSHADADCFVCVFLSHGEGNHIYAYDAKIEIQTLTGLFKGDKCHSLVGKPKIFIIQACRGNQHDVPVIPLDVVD
Target sequence (P55212 194-293 limits assumed): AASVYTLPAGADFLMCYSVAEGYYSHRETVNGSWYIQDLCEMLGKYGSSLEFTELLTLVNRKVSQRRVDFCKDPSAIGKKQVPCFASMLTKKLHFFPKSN
EWS-Fli inh: EWS/Fli-driven NR0B1 reporter inhibitors, primary screen, A673 cells, NR0B1 luciferase, luminescence, MLPCN library | AID 651661, 2012 | viability-normalised | hit rate 0.67% among 350,000 | inhibition, % at 12.6 µM;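 active means mean inhibition of at least 50% after viability correction, with every replicate also passing that limit; inconclusive means mean reaches 50% but only one of two replicates passes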;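 further: firefly luciferase signal divided by Alamar Blue viability fluorescence both relative to DMSO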
LGR2 antag: inhibitors of bursicon-induced LGR2 CRE-luciferase signal, primary screen, cell-based, HEK293, CRE-luciferase reporter, bursicon stimulation. hit rate 0.35% among 380,000. Drosophila bursicon receptor LGR2 (rickets). inhibition, % at 9.99 µM. bursicon-stimulated, 4 h;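 active means drop in luminescence signal, shown as inhibition above about 50% in the replicate tests, limit read from the data, passing the limit was not always enough; inconclusive means probably only some replicates passing the limit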;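 further: agonist challenge used bursicon conditioned medium at about half maximal strength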
ARNT TACC3 PPI: disruptors of ARNT/TACC3 protein interaction, primary screen, biochemical, AlphaScreen, single concentration; hit rate 0.66% among 390,000; AlphaScreen His-ARNT PAS-B/GST-TACC3 binding, luminescence; TACC3 fragment carries E629A point mutation; Transforming acidic coiled-coil-containing protein 3 (Homo sapiens), Q9Y6A5; AID 623870, 2012; inhibition, % at 9.99 µM;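 active means mean inhibition of replicates at least 50% and at least half of replicates each reaching 50%; inconclusive means half or more replicates reach 50% but mean below 50%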;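 further: 0% = complete ARNT plus TACC3 wells and 100% = ARNT alone without TACC3; many hits fall short of the cut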
* marks the source's active call; other numbers are inactive results; u = inconclusive; x = not tested or not shown. Rows are unselected, and some 4.9% of all compounds hit somewhere here.

SMILES	SIRT5 inh	DENV2 CPE rescue	PAX8 inh HTS	CASP6 VEID inh	EWS-Fli inh	LGR2 antag	ARNT TACC3 PPI
CC(C)N(C(=O)[C@H]1C[C@H](CC(=O)NCCCn2ccnc2)C(=O)N2CCc3c([nH]c4cc(-c5ccco5)ccc34)[C@]12C)C(C)C	-4	u	-3	-30	1	6	-8
COc1ccc(C(=O)CSc2nnc(-c3cc(C)on3)o2)cc1	-3	-2	3	4	0	20	6
C[C@@H]1CN([C@H](C)CO)C(=O)c2cc(NC(=O)CCC(F)(F)F)ccc2O[C@@H](C)CCCCO[C@H]1CN(C)C(=O)c1ccccc1	-3	-11	-15	0	-3	7	-12
N/N=C(\Cc1cscn1)c1ccc(O)cc1O	-1	-1	-11	3	2	-11	-6
O=C(NCCCn1ccnc1)C(=O)NCC1OCCN1S(=O)(=O)c1ccc(Cl)cc1 (centres undefined)	1	-1	30	-54	3	-25	58*
COc1ccc(C(=O)N/C(=C\c2ccccc2)C(=O)NCCCn2ccnc2)cc1	2	6	3	-10	2	5	3
CO[C@@H]1CN(C)C(=O)c2cc(NS(C)(=O)=O)ccc2OC[C@@H](C)N(CC2CC2)C[C@H]1C	4	-2	5	3	-6	10	4
NC(=S)NN=Cc1cc(-c2cccc(N)c2)ccn1	x	4	94*	1	6	10	x
N#CC1(NC(=O)COC(=O)c2cc([N+](=O)[O-])ccc2N2CCCC2)CCCCC1	1	16	x	0	8	-6	10
COc1ccc(CCN2CC(C(=O)N3CCC(OC)CC3)CCC2=O)cc1 (centres undefined)	-1	0	x	2	x	5	13
CCN(C(=O)c1cc2c(=O)[nH]c3ccc(C)cc3c2s1)c1ccc(F)cc1	-2	-1	21	-4	8	-11	-8
COc1ccc(S(=O)(=O)Nc2ccc3c(c2)CC(=O)N([C@@H](C)CO)C[C@@H](C)[C@@H](CN(C)Cc2ccc4c(c2)OCO4)O3)cc1	3	4	x	-3	-1	-7	-4
CC(=O)N1[C@H](CN(C(=O)c2cccc(F)c2)C(C)C)[C@H](c2ccccc2)[C@@H]1CO	5	9	-6	1	-13	5	-14
CCCCc1ncc(CN2CCC(n3nccc3NC(=O)c3ccccc3Cl)CC2)[nH]1	0	-2	-3	-11	-1	-4	41
COc1ccccc1CNC(=O)C(NC(=O)Nc1ccccc1)C(C)C (centres undefined)	-8	-4	16	-2	-15	3	-4
COc1ccc(C(=O)c2[nH]c(N)c(C(=O)NCCc3c[nH]c4ccccc34)c2-c2ccc(Br)cc2)cc1	-1	-6	0	0	8	26	x
COc1ccc(-c2c(C)c3cc(O)ccc3oc2=O)cc1OC	0	-4	4	-2	x	-5	1
O=C(C[C@H]1C[C@@H]2c3cc(NC(=O)Cc4ccncc4)ccc3O[C@@H]2[C@@H](CO)O1)NCc1ccc2c(c1)OCO2	0	14	1	1	0	-14	1
COc1ccc(CNC(=O)/C=C/c2ccco2)cc1OC	-1	5	-3	2	-6	-15	-2
CN(Cc1ccc(Cl)c(Cl)c1)C(=O)c1[nH]c(C(F)(F)F)nc1-c1ccccc1	0	-6	-3	-1	13	-16	x
CC(=O)c1cccc(NC(=O)c2cc(C)nn2-c2ccccc2)c1	-2	-6	-34	2	-34	-17	-4
CCNS(=O)(=O)c1ccc(CCC(=O)N2CCN(c3ccccc3F)CC2)cc1	2	-3	6	2	3	-12	-2
COc1ccccc1Cc1c(-c2ccc(C)cc2)nc2c3ccccc3ccn12	-1	x	12	-4	-6	0	x
COc1ccc(CN2CCNC(=O)C2CC(=O)NCCc2cnccn2)cc1C (centres undefined)	-5	14	8	-4	7	-1	1
COCC#Cc1cnc2c(c1)C(=O)N([C@@H](C)CO)C[C@@H](C)[C@@H](CN(C)C(=O)Nc1cccc(F)c1)O2	3	-5	x	-1	-4	14	-2
CSc1ccccc1NC(=O)CSc1n[nH]c(N)n1	0	5	-17	-1	2	1	-2
O=C(Nc1ccc2c(c1)OCO2)N1CCN(c2ccccc2)CC1	1	9	-33	-4	-31	-1	x
COc1ccc(NC(=O)N(C)C[C@@H]2Oc3c(NC(=O)C4CCCCC4)cccc3C(=O)N([C@@H](C)CO)C[C@H]2C)cc1	4	-5	3	-2	-5	-6	x
CCCCCc1ccc(-c2cn(Cc3ccc4ccccc4c3)nn2)cc1	0	-5	-27	-4	11	-18	-2
Cc1cc(C)nc(NNS(=O)(=O)c2c(F)cc(F)cc2Br)n1	1	-7	-5	7	1	9	1
CN(CCCCCCCCCCN(C)C(=O)Oc1cccc([N+](C)(C)C)c1)C(=O)Oc1cccc([N+](C)(C)C)c1	-8	-3	40	-27	5	-3	3
Cc1ccc2oc(C(=O)Nc3nonc3C)c(C)c2c1	-4	-1	-135	-2	-53	-71	-5
COc1ccc(NC(=O)N[C@H]2CC[C@@H](CCNC(=O)CN3CCOCC3)O[C@H]2CO)cc1	2	-3	-2	1	-2	11	0
COc1ccccc1-c1cnc2c(c1)C(=O)N([C@@H](C)CO)C[C@@H](C)[C@H](CN(C)Cc1cncnc1)O2	6	u	x	-1	-12	-3	-1
CCOC(=O)N1CCC(NCCNC(=O)c2ccc(F)cc2)CC1	0	13	6	2	2	10	-2
COc1ccc(CN(C)C[C@@H]2OCCCC[C@@H](C)Oc3ccc(NC(=O)CCCCCC(=O)Nc4ccccc4N)cc3C(=O)N([C@H](C)CO)C[C@@H]2C)cc1	6	14	8	-2	-10	-22	x
NC(=O)c1cccc(-c2coc3c(C(=O)NCc4ccccc4)cccc23)c1	-6	0	-6	9	-14	26	x
C/C(=N\Nc1nc2ccccc2[nH]1)c1cccs1	x	x	-62	x	x	-51	16
CCCN1C[C@H](C)[C@H](OC)CN(C)C(=O)c2cc(NC(=O)Nc3c(C)noc3C)ccc2OC[C@H]1C	-3	7	-14	1	-6	6	-7
CCOCC(=O)Nc1cc(C)on1	1	-3	3	2	9	x	3
CCN(CC)S(=O)(=O)c1ccc2[nH]cc(C(=O)NCCCN3CCCCC3)c(=O)c2c1	0	x	30	-15	-10	x	-3
Cc1ccc(OCCn2c(=O)oc3ccc(C)cc32)cc1	0	3	7	-2	-23	-16	5
CCN1C(=O)[C@H]2[C@@H](c3ccc(-c4ccc(OC)cc4)cc3)N[C@@](C)(C(=O)OC)[C@H]2C1=O	x	-11	16	8	-3	7	-3
O=C(O)c1ccc2c(c1)OCCCO2	-2	0	-7	1	-10	-3	-9
COc1cc(/C=N/N2CCN(Cc3ccccc3)CC2)cc(OC)c1OC	x	-13	21	0	1	19	x
C/C(=N\NC(=O)c1ccoc1C)c1ccccc1	-2	2	-45	0	-71	-63	x
Cc1ccc(C(C)(C)C)cc1S(=O)(=O)N1CC(=O)Nc2ccccc21	-3	-2	17	5	6	1	-10
C[C@H](CO)N1C[C@H](C)[C@H](CN(C)C(=O)Nc2ccc3c(c2)OCO3)Oc2c(NC(=O)NC3CCCCC3)cccc2C1=O	-7	10	3	4	-20	10	x
CC(C)NC(=O)N1C[C@@H]2[C@H](c3ccccc31)[C@H](CO)N2Cc1ccccc1	-4	x	3	x	8	10	-1
CCOC(=O)[C@]12CCCC=C1N(Cc1ccc3c(c1)OCO3)C(=O)[C@H](CC(=O)NCCCCc1ccccc1)C2	-1	50*	13	0	11	40	x
CCn1c(SCC(=O)Nc2ccc3c(c2)OCO3)nnc1C1CC1	-3	11	-7	-4	-9	-3	5
O=C(NC1CCCC1)C1c2ccccc2OCC(=O)N1CCc1c[nH]c2ccccc12 (centres undefined)	-9	u	3	-1	5	-4	x
COc1ccc(NC(=O)c2cc([N+](=O)[O-])ccc2N2CCN(C)CC2)cc1	1	-2	-5	1	-1	10	6
CCCn1c(=O)[nH]c(=O)c2c1nc(-c1cc([N+](=O)[O-])ccc1Cl)n2CCOC	2	1	-11	1	-6	-10	5
O=C(Cn1cnc2ccccc21)N/N=C/c1cccs1	x	x	17	x	x	-2	-3
CC(=O)Nc1cccc(-c2csc(Nc3ncccn3)n2)c1	-2	-4	-74	1	-65	-85	x
COc1cccc(C2=NN(S(C)(=O)=O)C(c3cccs3)C2)c1 (centres undefined)	0	-3	-37	5	-45	-51	1
C[C@H](CO)N1C[C@H](C)[C@@H](CN(C)C(=O)Nc2ccccc2)OCCCC[C@H](C)Oc2ccc(NC(=O)Nc3ccc4c(c3)OCO4)cc2C1=O	6	2	-5	-2	8	4	7
C[C@H](CO)N1C[C@H](C)[C@H](CN(C)Cc2ccccc2)OCc2ccccc2-c2c(n(C)c3ccccc23)C1=O	-1	u	-5	1	x	1	x
CCCNC(=O)N[C@H]1CC[C@H](CCn2cc(C3CC3)nn2)O[C@H]1CO	0	-4	2	11	0	5	-19

Part of the list above, field by field:
> C[C@H](CO)N1C[C@H](C)[C@@H](CN(C)C(=O)Nc2ccccc2)OCCCC[C@H](C)Oc2ccc(NC(=O)Nc3ccc4c(c3)OCO4)cc2C1=O
  SIRT5 inh = 6	DENV2 CPE rescue = 2	PAX8 inh HTS = -5	CASP6 VEID inh = -2	EWS-Fli inh = 8	LGR2 antag = 4	ARNT TACC3 PPI = 7
> C[C@H](CO)N1C[C@H](C)[C@H](CN(C)Cc2ccccc2)OCc2ccccc2-c2c(n(C)c3ccccc23)C1=O
  SIRT5 inh = -1	DENV2 CPE rescue = u	PAX8 inh HTS = -5	CASP6 VEID inh = 1	EWS-Fli inh = x	LGR2 antag = 1	ARNT TACC3 PPI = x
> CCCNC(=O)N[C@H]1CC[C@H](CCn2cc(C3CC3)nn2)O[C@H]1CO
  SIRT5 inh = 0	DENV2 CPE rescue = -4	PAX8 inh HTS = 2	CASP6 VEID inh = 11	EWS-Fli inh = 0	LGR2 antag = 5	ARNT TACC3 PPI = -19

Part of the list above, set out differently.
> COc1ccc(S(=O)(=O)Nc2ccc3c(c2)CC(=O)N([C@@H](C)CO)C[C@@H](C)[C@@H](CN(C)Cc2ccc4c(c2)OCO4)O3)cc1
  SIRT5 inh: 3; DENV2 CPE rescue: 4; PAX8 inh HTS: x; CASP6 VEID inh: -3; EWS-Fli inh: -1; LGR2 antag: -7; ARNT TACC3 PPI: -4

> CC(=O)N1[C@H](CN(C(=O)c2cccc(F)c2)C(C)C)[C@H](c2ccccc2)[C@@H]1CO
  SIRT5 inh: 5; DENV2 CPE rescue: 9; PAX8 inh HTS: -6; CASP6 VEID inh: 1; EWS-Fli inh: -13; LGR2 antag: 5; ARNT TACC3 PPI: -14

> CCCCc1ncc(CN2CCC(n3nccc3NC(=O)c3ccccc3Cl)CC2)[nH]1
  SIRT5 inh: 0; DENV2 CPE rescue: -2; PAX8 inh HTS: -3; CASP6 VEID inh: -11; EWS-Fli inh: -1; LGR2 antag: -4; ARNT TACC3 PPI: 41

(more compounds)
SMILES	SIRT5 inh	DENV2 CPE rescue	PAX8 inh HTS	CASP6 VEID inh	EWS-Fli inh	LGR2 antag	ARNT TACC3 PPI
Cc1cc(F)ccc1N1CCC(N2CCN(C(C)C)C(CCO)C2)CC1 (centres undefined)	-5	10	12	-6	1	-10	5
COc1ccc(OC)c(NC(=O)CSc2nc3ccccc3c(=O)n2CC2CCCO2)c1 (centres undefined)	0	1	13	3	x	-26	-1
COCCCNC(=O)c1cc(C)nn1-c1ccccc1	0	-2	-2	-4	9	7	-9
CC(O)CNc1nc2c(c(=O)n(Cc3ccccc3)c(=O)n2C)n1C (centres undefined)	0	8	-32	-1	-1	3	-2
CCN(c1ccccc1)S(=O)(=O)c1ccc(C(=O)N2CCCC(C(F)(F)F)C2)cc1 (centres undefined)	-6	-4	x	1	5	-9	x

Screening data deposited in PubChem BioAssay by Broad Institute.
